High-throughput results (PubChem)
TcdB GH inh – TcdB glycohydrolase inhibition. P18177. TcdB glycohydrolase enzymatic assay, plate reader. inhibition, % at 9.99 µM. 350,000 tested, 0.24% active. AID 652162; in the data active = inhibition above about 10%
Anthrax LF inh2 – blocks Bacillus anthracis lethal factor protease; P15917; multiplex microsphere protease cleavage assay, LF; inhibition, % at 10 µM; 360,000 tested, 0.12% active; AID 588501; also: plate controls were buffer without enzyme for full effect and enzyme alone for no effect
SSB-PriA inh – K. pneumoniae PriA-SSBct interaction inhibition. AlphaScreen SSBct-PriA binding, biotinylated peptide. inhibition, % at 33 µM. 430,000 tested, 0.6% active; in the data active = inhibition mostly above about 37%, no sharp cut-off; inactive = mostly below about 20%;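 also: plate controls were negative control peptide for no effect and reference peptide for full effect; strong numbers were not always called active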
PrPC TRFRET – cell surface PrPC inhibition, primary TR-FRET screen. P04156. TR-FRET read-out. 370,000 tested, 0.43% active. AID 720596. inhibition, % at 13.8 µM; in the data active = inhibition above about 24%; also: 0% = median of the test wells and 100% = reference compound wells
BoNT A protease – blocks Botulinum neurotoxin A light chain protease | multiplex microsphere protease substrate cleavage, flow cytometry | inhibition, % at 10 µM | 360,000 tested, 0.17% active | AID 588499; also: plate controls were buffer without enzyme for full effect and enzyme alone for no effect
Y pestis TopoI – inhibitors of Yersinia pestis topoisomerase I. Y. pestis Topo-I cleavage product accumulation, plate reader. AID 504884. activity, % at 10 µM. 360,000 tested, 0.064% active; in the data active = activity above about 50%, passing the limit was not always enough; also: inactives centre near 2
Vc quorum ag – inducers of Vibrio cholerae quorum light production without autoinducers. activation, % at 18.7 µM. V. cholerae BH1578 lux reporter, luminescence, 6 h. 350,000 tested, 0.16% active. AID 588436; in the data active = activation mostly above about 9.7%, no sharp cut-off; also: not every result past the cut was called active; inactives centre near 0; reference of the scale not given here
SARS 3CLpro inh – SARS-CoV 3CLpro protease inhibition; P0C6X7; recombinant SARS-CoV 3CLpro, quenched FRET peptide cleavage; inhibition, % at 6 µM; 290,000 tested, 0.14% active; AID 1706; in the data active = inhibition above about 12%
PfHsp40 rescue – rescue of PfHsp40-mediated yeast toxicity | S. cerevisiae expressing PfHsp40, growth rescue, ATP luminescence | growth rescue, % at 12.5 µM | 340,000 tested, 0.68% active; in the data active = growth rescue above about 28%, passing the limit was not always enough;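 also: yeast W303a lacking pdr1 and pdr3 grown in galactose medium; growth measured after three days at 30 °C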
* = called active by the depositor; i = inactive; x = no result given. Rule as the data show it, unless noted: active = inhibition above about 30%; inconclusive = no clear call, values can overlap the other calls; inactive = below that.

SMILES	TcdB GH inh	Anthrax LF inh2	SSB-PriA inh	PrPC TRFRET	BoNT A protease	Y pestis TopoI	Vc quorum ag	SARS 3CLpro inh	PfHsp40 rescue
Cc1ccc(C(=O)NC(Cc2cccc(C(F)(F)F)c2)C(=O)O)cc1 (stereo unspecified)	-0.3	-2	-8	0	-0.5	8	5.6	x	-1.0
Cc1cc(C)cc(NC(=O)CS(=O)(=O)c2ccccc2)c1	1.1	11	2	-5	-5.3	-2	2.2	1	0.1
CCOC(=O)C1CCN(C(=O)Cn2nc(C)n3nc(-c4ccc(OC)cc4)cc3c2=O)CC1	2.1	-4	-11	2	-1.7	-7	i	-1	-0.3
COc1cccc(-c2onc3ccc(C4(C)OCCO4)cc23)c1	0.2	-8	0	-6	-0.3	-7	i	-4	-0.7
COc1cc(/C=C/C(=O)N(Cc2ccccc2)c2ccccn2)cc(OC)c1OC	0.9	-2	-11	-3	0.2	19	i	-1	0.1
Cc1ccc(S(=O)(=O)Nc2nc(CN3CCOCC3)nc3sc(C(=O)O)c(C)c23)cc1	-1.1	-4	x	5	-0.5	3	i	x	x
Cc1ccc(-n2c(C)cc(/C=N/Nc3ccc([N+](=O)[O-])cn3)c2C)c(C)c1	x	-9	x	-3	0.1	-2	-1.0	2	-1.0
CN(C)S(=O)(=O)c1cccc(COC(=O)CN2CCCCCC2=O)c1	1.3	8	-6	1	-1.0	6	-0.3	-3	0.9
COc1ccc(N2CC(C(=O)Nc3nnc(SCC(=O)NCC4CCCO4)s3)CC2=O)cc1 (stereo unspecified)	1.0	0	-4	-4	-0.7	7	i	-4	0.0
Cc1nnnn1-c1ccc(CC(=O)O)cc1	-0.5	-9	-4	-3	-1.0	8	-0.7	1	-1.9
Cn1c(SCC(=O)N2CC(=O)Nc3ccccc32)nc2ccccc2c1=O	0.9	-2	10	5	0.1	11	-7.1	x	-1.0
CCOc1ccc(NC(=O)C2CC(=O)N(c3ccc4c(c3)OCCO4)C2)cc1OCC (stereo unspecified)	3.1	2	-8	-5	-2.8	-6	-0.3	x	-0.3
O=C1CSC(c2cccc([N+](=O)[O-])c2)N1c1c(F)cccc1F (stereo unspecified)	-0.4	-2	-7	2	0.2	8	0.2	5	0.9
Cc1ccc2[nH]c3c(NCCN4CCOCC4)ncnc3c2c1	x	-2	7	3	-0.4	-1	-0.3	1	0.9
CCc1nc(N2CCOCC2)c(C#N)c2c1COC(C)(C)C2	x	1	-13	2	-0.3	2	-0.3	5	-2.1
C=CCN(CC=C)S(=O)(=O)c1ccc2nc(NC(=O)C3CCCO3)sc2c1 (stereo unspecified)	0.9	0	-4	3	0.3	-4	-0.2	5	0.0
Cc1ccc(C)c(N(CC(=O)NC2CCCC2)C(=O)CNC(=O)c2cccs2)c1	-3.2	-12	-16	8	-1.9	13	-0.3	-3	0.2
CC(C)c1cc(NC(=O)c2ccccc2)cc(C(C)C)c1O	2.8	-3	-6	12	0.3	0	-0.1	-2	1.1
CCONC(=O)Nc1ccccc1[N+](=O)[O-]	-1.3	0	0	-1	-0.2	-5	-0.4	-2	-1.7
CC(NCC(=O)NCCc1ccc(S(N)(=O)=O)cc1)c1ccc(F)cc1 (stereo unspecified)	-1.8	5	1	-7	0.1	2	-0.4	-3	-0.1
CCOC1=C2CN(S(=O)(=O)c3ccc(C)cc3)[C@H](c3cccs3)C[C@H]2[C@H]2C(=O)N(c3ccccc3)C(=O)[C@H]2C1	2.5	2	x	6	-1.2	x	x	x	x
CC1(C(=O)NC2CCCCC2)CCC(=O)N1Cc1ccc2c(c1)OCO2 (stereo unspecified)	0.8	-10	-4	1	-0.3	4	-0.3	3	-0.5
CC(C)C[C@H](NC(=O)c1nc[nH]c1C(=O)N1CCN(c2ccccc2)CC1)C(=O)OCc1ccccc1	-0.1	-2	3	-3	0.6	25	i	x	-0.2
COc1ccc(COC(=O)c2ccc(S(=O)(=O)N3CCCCC3)cc2)cc1OC	2.7	-7	4	-1	-0.1	11	i	x	0.5
CCCCOCCCNC(=O)c1ccc(OCC)cc1	x	-3	-18	-3	-0.6	-4	i	-1	-2.3

Remaining list, next part:
SMILES	TcdB GH inh	Anthrax LF inh2	SSB-PriA inh	PrPC TRFRET	BoNT A protease	Y pestis TopoI	Vc quorum ag	SARS 3CLpro inh	PfHsp40 rescue
NC(=O)C1CCCN(S(=O)(=O)c2ccccc2)C1 (stereo unspecified)	0.9	2	1	-4	0.1	6	-0.4	1	-1.7
CCOC(=O)C(O)(CC(=O)Nc1cc(F)ccc1C)C(F)(F)F (stereo unspecified)	x	0	-14	1	-1.3	2	-0.3	-4	0.0
Cc1ccc(C)c(N(C(=O)Cn2nnc(-c3cccs3)n2)C(C(=O)NC2CCCC2)c2ccncc2)c1 (stereo unspecified)	x	-4	-6	6	-1.1	20	i	-2	-1.0
CCn1c(=O)c(C(=O)NCc2ccc3c(c2)OCO3)c(O)c2ccccc21	-2.2	8	-17	7	-2.9	-8	i	-4	22
COc1ccc(NC(=O)C(C)N2CCN(C)CC2)cc1 (stereo unspecified)	0.8	-3	7	5	-1.6	-9	-7.7	-3	0.1
COc1cc(C2c3sc(=O)[nH]c3SC3C(=O)N(c4ccc(Br)cc4)C(=O)C32)ccc1O (stereo unspecified)	-2.9	4	10	7	-0.4	-2	i	8	-0.8
COc1ccc(C(=O)NC(C)c2nnc(SCC(=O)NC3=NCCS3)n2C)cc1 (stereo unspecified)	-1.2	2	6	0	2.0	-1	-0.2	-5	-1.3
CC(=O)C[C@@H](O)CC(=O)[C@H]1OC(=O)CCCCCc2ccccc21	1.1	-8	9	2	-0.1	4	i	x	-1.4
COc1ccc(CCNC(=O)Cn2c(=O)c3cccn3c3cccnc32)c(OC)c1OC	-1.3	-1	-6	-6	-3.0	3	i	4	1.5
O=C(Nc1ccc(F)c(F)c1)C1=COCCO1	1.2	1	-10	-1	1.3	-1	0.7	x	-0.5
C=CCNC(=O)/C(C#N)=C/c1c(N2CCN(c3cccc(Cl)c3)CC2)nc2c(C)cccn2c1=O	1.5	-1	0	-9	2.5	-3	-0.5	-1	1.0
CN1C(CC(=O)Nc2ccc(Cl)cc2Cl)c2ccccc2CC1(C)C (stereo unspecified)	1.6	-6	-4	5	0.2	33	i	0	x
COc1ccc(NC(=O)CC(c2ccc(F)cc2)c2ccc(OC)cc2)cc1 (stereo unspecified)	x	-2	0	-1	-0.7	-3	-0.4	-4	-0.4
c1ccc(-c2nn3cnnc3c3ccccc23)cc1	0.8	-1	-4	3	-0.4	0	-0.3	2	5.5
CN(C)c1ccc(C(C(=O)NCc2ccccc2)N(Cc2ccco2)C(=O)c2snc(C(N)=O)c2N)cc1 (stereo unspecified)	0.5	-3	4	-12	1.8	32	-0.5	-3	-0.4
Cc1ccc(NC(=O)c2cc(S(=O)(=O)N3CCc4ccccc43)cn2C)cc1C	-0.3	0	-6	9	-0.8	18	-0.2	4	-0.1
O=C(O)c1ccc2c(c1)-c1nc3ccccc3n1C2=O	x	-32	3	-3	-4.3	5	-0.3	0	-1.7
c1ccc(-c2nn3c(-c4ccccc4)nnc3o2)cc1	0.4	1	x	-6	-0.3	10	i	x	x
CCC(C)NC(=O)N[C@@H](CCSC)C(=O)O (stereo partly specified)	1.8	-4	5	-4	0.0	-6	-0.5	-3	-0.4
O=C(NC1CC(=O)N(c2ccc(Cl)cc2)C1)C1CC1 (stereo unspecified)	-2.4	0	-20	-8	3.9	0	10	x	-0.1
CCCn1c(CCc2ccccc2)n[nH]c1=S	-0.4	-5	0	15	0.3	2	-0.3	1	-1.5
CC1(C(=O)O)CC12c1ccccc1-c1ccccc12 (stereo unspecified)	1.2	3	-4	-6	-0.5	3	i	x	4.2
COCCNC(=S)NNc1cccc(C(=O)O)c1	-2.3	4	-2	-12	-0.7	-9	i	-2	0.4
CC1(C)CC(N=c2cc(-c3ccccc3)oc3ccc(Cl)cc23)CC(C)(C)N1	0.2	-12	9	-3	-0.8	-8	-0.4	-1	12
CCOc1ccccc1C(=O)OC(C)C(=O)Nc1ccc(S(=O)(=O)N2CCCC2)cc1 (stereo unspecified)	0.6	1	-10	3	-0.3	18	0.5	x	0.5

Next structures:
SMILES	TcdB GH inh	Anthrax LF inh2	SSB-PriA inh	PrPC TRFRET	BoNT A protease	Y pestis TopoI	Vc quorum ag	SARS 3CLpro inh	PfHsp40 rescue
O=c1[nH]c(CSc2ccccn2)nc2c1oc1ccccc12	-0.6	0	-11	2	1.0	3	1.1	4	1.0
O=C(c1cccs1)N1CCN(Cc2ccccc2[N+](=O)[O-])CC1	x	-2	-2	0	-2.9	7	-0.2	4	-1.6
Cc1cccc2c(CCN)c[nH]c12	0.3	-10	-7	1	0.4	0	i	1	0.0
Cc1ccccc1NC(=O)c1sc(NC(=O)C2CC2)nc1C	1.3	6	-10	3	2.1	-1	-0.9	3	-1.8
COc1ccc(C(=O)/C=C/Nc2c(C)n(C)n(-c3ccccc3)c2=O)cc1OC	x	0	x	6	-0.5	19	-0.2	2	-1.5
CC(C)Cc1nc(SCc2cccnc2)c2c(=O)n(C)c(=O)n(C)c2n1	0.1	-6	-1	6	-0.7	6	-0.7	0	33*
O=Cc1c(NCCc2cccc(F)c2)c2ccccc2[nH]c1=O	2.1	x	-1	-2	x	4	-0.2	6	-0.1
O=C(CN1CCCCC1)N/N=C/c1ccccc1Br	-0.3	-1	x	-7	4.7	2	-0.3	-3	0.4
COc1ccc(N(CC(=O)NCc2ccc(F)cc2)C(=O)c2snc(C(N)=O)c2N)cc1	0.2	0	-2	-8	2.8	4	i	1	1.2
CC(C)(C)CC(=O)Nc1nnc(SCC(=O)Nc2ccccc2F)s1	0.8	1	2	8	0.8	0	i	4	2.3
O=C1Cc2cc(S(=O)(=O)NCc3ccccc3Cl)cc3c2N1CCC3	11*	2	5	9	0.6	7	-3.1	-3	3.9
O=C(NC(Cc1ccccc1)C(=O)O)/C(=C\c1ccco1)NC(=O)c1ccccc1 (stereo unspecified)	x	0	-11	6	-0.3	-10	-0.8	-3	0.1

Structural class: the entries above with a COOH group (8)
SMILES	TcdB GH inh	Anthrax LF inh2	SSB-PriA inh	PrPC TRFRET	BoNT A protease	Y pestis TopoI	Vc quorum ag	SARS 3CLpro inh	PfHsp40 rescue
Cc1ccc(C(=O)NC(Cc2cccc(C(F)(F)F)c2)C(=O)O)cc1 (stereo unspecified)	-0.3	-2	-8	0	-0.5	8	5.6	x	-1.0
Cc1ccc(S(=O)(=O)Nc2nc(CN3CCOCC3)nc3sc(C(=O)O)c(C)c23)cc1	-1.1	-4	x	5	-0.5	3	i	x	x
Cc1nnnn1-c1ccc(CC(=O)O)cc1	-0.5	-9	-4	-3	-1.0	8	-0.7	1	-1.9
O=C(O)c1ccc2c(c1)-c1nc3ccccc3n1C2=O	x	-32	3	-3	-4.3	5	-0.3	0	-1.7
CCC(C)NC(=O)N[C@@H](CCSC)C(=O)O (stereo partly specified)	1.8	-4	5	-4	0.0	-6	-0.5	-3	-0.4
CC1(C(=O)O)CC12c1ccccc1-c1ccccc12 (stereo unspecified)	1.2	3	-4	-6	-0.5	3	i	x	4.2
COCCNC(=S)NNc1cccc(C(=O)O)c1	-2.3	4	-2	-12	-0.7	-9	i	-2	0.4
O=C(NC(Cc1ccccc1)C(=O)O)/C(=C\c1ccco1)NC(=O)c1ccccc1 (stereo unspecified)	x	0	-11	6	-0.3	-10	-0.8	-3	0.1

Only part of the results is shown; rates above refer to the full screens.
